FBPA Giardia inh – Giardia lamblia aldolase inhibition; purified Giardia FBPA; AID 2451; Potency, µM (top dose mostly 59.6 µM), inactives show at the top dose activity, negative = inhibition, hits mostly inhibitors; 290,000 compounds, 0.71% hits; A8B2U2; further: potency means the concentration at half of the fitted maximal effect; nearly all actives have a fitted effect of over 55% in size
Target sequence (A8B2U2 whole entry, looked up): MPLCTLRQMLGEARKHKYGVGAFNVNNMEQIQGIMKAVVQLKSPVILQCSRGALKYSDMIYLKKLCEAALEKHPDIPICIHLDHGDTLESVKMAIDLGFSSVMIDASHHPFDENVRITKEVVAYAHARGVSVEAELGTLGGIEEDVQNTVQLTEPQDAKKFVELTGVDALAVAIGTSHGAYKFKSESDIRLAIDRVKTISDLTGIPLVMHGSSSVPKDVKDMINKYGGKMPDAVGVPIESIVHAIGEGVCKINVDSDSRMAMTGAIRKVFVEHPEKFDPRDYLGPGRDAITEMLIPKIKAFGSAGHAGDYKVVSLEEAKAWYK
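40 nM FBPA preincubated 10 min at RT with compound (up to 57.5 uM final), then substrate plus GAPDH/TPI/NAD/arsenate coupling and diaphorase/resazurin added. Fluorescence read after 20 min at RT, 525/598 nm.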
AmpC inh no detg – inhibitors of E. coli AmpC beta-lactamase without detergent. P00811. AmpC nitrocefin hydrolysis, absorbance 480 nm, 0.0001% Triton. Potency, µM (series often up to 57.1 µM), inactives show at the top dose activity change, negative = inhibition, usual class: inhibitors. 330,000 compounds, 0.52% hits. AID 485341;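 further: potency means the concentration at half of the fitted maximal effect; plate controls were no compound for no effect and no enzyme for full effect; nearly all actives have a fitted effect of over 20% in size; some results filed as inactive show a strong effect at the top dose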
Target sequence (P00811 whole entry, looked up): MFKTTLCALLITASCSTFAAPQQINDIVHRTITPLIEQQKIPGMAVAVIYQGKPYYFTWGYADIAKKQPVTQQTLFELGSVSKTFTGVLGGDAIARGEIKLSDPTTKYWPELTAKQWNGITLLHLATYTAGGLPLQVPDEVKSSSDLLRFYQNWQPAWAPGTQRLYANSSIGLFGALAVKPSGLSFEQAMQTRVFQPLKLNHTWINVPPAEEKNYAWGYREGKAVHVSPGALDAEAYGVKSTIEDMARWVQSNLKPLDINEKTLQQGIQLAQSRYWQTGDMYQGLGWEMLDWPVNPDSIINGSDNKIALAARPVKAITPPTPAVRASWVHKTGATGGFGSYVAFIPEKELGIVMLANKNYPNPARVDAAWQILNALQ
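AmpC (5.3 nM in the dispensed reagent) in 20 mM phosphate pH 7.0 with 0.01% (detergent screen) or 0.0001% Triton X-100 was preincubated with compounds for 15 min at room temperature. Nitrocefin was then added from an 800 uM solution, and hydrolysis was followed at 480 nm.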
HCMV antiviral – human cytomegalovirus inhibition. 410,000 compounds, 4.5% hits. activity change, negative = inhibition, % at 57.5 µM. AID 1259415. HFF cells, HCMV-luciferase reporter, 72 h; active compounds read low; in the data active means activity change below about -60%; inconclusive means no clear call, values can overlap the other calls; inactive means above about -39%
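Compounds were evaluated in HFFs infected with an HCMV luciferase reporter virus (MOI 1 PFU/cell). Luciferase in lysates collected 72 h post infection served as the replication measure.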
Sm TGR inh – S. mansoni TGR enzyme inhibition; 360,000 compounds, 3% hits; AID 485364; Q962Y6; Potency, µM (series often up to 114 µM), for the others: at the highest dose activity change, negative = inhibition, hits mostly inhibitors; purified TGR, DTNB reduction, TNB absorbance 405 nm; further: potency means the concentration at half of the fitted maximal effect; nearly all actives have a fitted effect of over 60% in size
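First, TGR (20 nM dispensed) and NADPH were mixed with compound. Second, a 15 min room-temperature incubation followed. Third, further NADPH and then DTNB were added to start the reaction. Finally, TNB absorbance was monitored kinetically.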
AMA1-RON2 inh – inhibitors of Plasmodium falciparum AMA1-RON2 interaction; Potency, µM (doses to about 58.2 µM), for inactives: at the highest dose activity change, negative = inhibition, actives largely listed as inhibitors; AID 720542; AlphaScreen AMA1-biotinylated RON2 peptide binding; 360,000 compounds, 0.2% hits;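 further: potency means the concentration at half of the fitted maximal effect; 0% = vehicle wells and -100% = peptide control; nearly all actives have a fitted effect of over 45% in size; some results filed as inactive show a strong effect at the top dose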
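AMA1 (3D7) with his tag at 25 nM final met compounds first, then biotinylated RON2 peptide at 25 nM; detection used donor plus acceptor beads, 10 µg/mL apiece, read by AlphaScreen after 30 min at room temperature.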
AmpC inh detg – AmpC beta-lactamase inhibition with detergent present. P00811. AmpC hydrolysis of nitrocefin, absorbance 480 nm, 0.01% Triton. Potency, µM (series often up to 114 µM), without a hit: top-dose activity change, negative = inhibition, actives largely listed as inhibitors. 370,000 compounds, 0.041% hits;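 further: potency means the concentration at half of the fitted maximal effect; 0% = no-compound wells and -100% = no-enzyme wells; nearly all actives have a fitted effect of over 25% in size; some results filed as inactive show a strong effect at the top dose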
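20 mM phosphate pH 7.0 + 0.01% (detergent screen) or 0.0001% Triton X-100; 5.3 nM AmpC reagent; cpd preinc 15 min RT; nitrocefin (800 uM stock) to start; A480 q20 s × 4 min; Activity was normalised to no-enzyme and no-compound control wells.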
* hit, by the source's call; ? = inconclusive; · = no result given; & = joins results of further samples; [ ] = remark or other dose. Unless noted, the call rests on the fitted dose curve; in most records, active means well fitted curve in the direction sought with a large enough effect; inconclusive means small, poorly fitted or top-dose-only effect, or another doubt; inactive means no such curve, though single readings can be large; an effect the other way counts as inactive or inconclusive. Unless noted, on the % scale 0 is the no-effect control and ±100 the full control effect.

structure	FBPA Giardia inh	AmpC inh no detg	HCMV antiviral	Sm TGR inh	AMA1-RON2 inh	AmpC inh detg
O=S(=O)(/N=C(/Nc1ccc(Cl)cc1Cl)c1ccccc1)c1cccs1	-1.3%	-33.0%	-5.3	0.2%	-4.3%	3.4%
Cc1ccccc1C(=O)c1cccn1CC(=O)NCc1ccc(F)cc1	·	-6.9%	-5.6	-9.7%	-4.0%	2.6%
COc1ccc(-c2nnc(SCc3cc(C)cc(C)c3)o2)cc1	-0.8%	-14.5%	-22.8	13.2%	21.3%	2.2%
Cc1ccc2nc(N(CCCN(C)C)C(=O)c3ccco3)sc2c1	-0.8%	22.6%	-27.7&36.7	1.1%&5.7%	0.0%	-3.8%&14.1%
O=C(CCS(=O)(=O)c1ccccc1)Nc1nc(-c2ccc(F)cc2)cs1	5.1%	-53.8%	0.0	29.3%	3.0%	1.9%
O=C(NN1CCOCC1)c1ccccc1NS(=O)(=O)c1ccc(F)cc1F	·	-26.3%	-27.2	·	8.8%	·
O=C(c1ccc2c(c1)N(Cc1ccccc1)C(=O)c1ccccc1S2(=O)=O)N1CCCCCC1	·	·	-36.9	-9.5%	·	?
Cc1ccccc1C(=O)N1CCC(C(=O)OCc2nc(N)nc(Nc3ccccc3)n2)CC1	·	16.2%	8.4	-14.1%	2.3%	?
CCCOc1ccc(C2C(=O)N(C3CCCCC3)CC(=O)N2C2CCCCC2)cc1OC (centres undefined)	·	·	0.9	8.1%	·	5.3%
Cc1ccc(S(=O)(=O)CCC(=O)NC2CCCC2)cc1	·	-11.2%	-27.5	-25.4%	-7.1%	4.1%
COC(=O)c1[nH]c2cc(C)ccc2c1NC(=O)CN1CCOCC1	0.0%	-1.6%	-30.3	15.8%	-0.1%	-3.7%
COC(=O)c1ccc(NC(=O)CSc2nnc(C(C)NC(=O)c3ccccc3Cl)n2C)cc1 (centres undefined)	15.6%	30.3%	21.2	4.4%	-5.5%	1.0%
COc1ccc(Br)cc1/C=C/C(=O)NC(=S)Nc1ccc(Cl)c(C(=O)O)c1	-14.6%	-30.9%	-32.9	?	-1.3%	0.3%
COc1ccccc1NC(=O)c1ccc(Cl)c(S(=O)(=O)N2CCCCC2)c1	·	-17.2%	70.2	-1.3%	-13.0%	2.3%
CC1CC(C)CN(CCCCOc2ccc([N+](=O)[O-])cc2)C1 (centres undefined)	-26.6%	-48.2%	31.5	-15.5%	2.9%	-7.1%
CN(C)CCNc1ncnc2c1sc1nc(N3CCOCC3)c3c(c12)CC(C)(C)SC3	0.6%	58.7%	?	-13.7%	?	-1.2%
COc1ccc(O)c(C=Nc2cc(C)on2)c1	0.0%	-14.4%	10.0	12.2%[11.4 µM]	41.2%[activator]	?
CCOc1ccc(NC(=O)Cc2nnc(SCC(=O)N3CCOCC3)n2C)cc1	·	-2.1%	61.9	?	-12.7%	-4.2%
CCOC(=O)c1c(NC(=O)CSc2cn(CCNC(=O)c3ccc(OC)c(OC)c3)c3ccccc23)sc2c1CCC2	·	·	-39.7	-4.8%	·	-1.2%
Cn1nnnc1SCCCNCc1ccccc1OCc1ccccc1Cl	·	·	-63.3*	-4.4%	·	-1.1%
CS(=O)(=O)c1cccc(-c2nnc(NC(=O)CCS(=O)(=O)c3ccccc3)o2)c1	·	-13.0%	-12.3	0.0%	91.6%[activator]	?
Cc1ccccc1CNC(=O)CN(c1cccc(C)c1C)S(C)(=O)=O	·	·	8.6	20.8%	·	9.8%
COc1ccccc1C(=O)NC(=S)Nc1ccc(Cc2ccncc2)cc1	?	20.7%	-76.3*	-33.8%	-2.6%	4.1%
CCC(=O)N(CCC(Cc1ccccc1)c1ccco1)Cc1ccco1 (centres undefined)	4.2%	39.6%	?	?	-18.9%	2.2%
O=C(Oc1ccc(-c2nccc(-c3ccccn3)n2)cc1)c1cccc(C(F)(F)F)c1	-1.5%	-28.0%	169.0	3.2%	-1.9%	-5.1%
CCn1c(SCC(=O)N(Cc2ccccc2)C2CCS(=O)(=O)C2)nc2ccccc2c1=O (centres undefined)	-2.2%	100.4%[activator]	22.5	0.0%	-7.4%	?
Cc1ccc(S(=O)(=O)c2c(N)n(CC3CCOC3)c3nc4ccccc4nc23)cc1 (centres undefined)	-25.9%	-19.5%	·	14.4%	27.2%	?
Cc1csc(NC(=O)c2ccc(S(=O)(=O)N(C)c3ccccc3)cc2)n1	4.7%	-29.0%	45.8	-5.4%	-9.0%	-10.6%
O=C(NS(=O)(=O)Oc1ccccc1F)OC[C@@H]1CCCN2CCCCC12 (some centres undefined)	2.9%	-15.5%	28.3	-2.0%	0.0%	-11.6%
O=C(O)Cc1ccc(OCc2ccc(Cl)nc2)cc1	7.8%	-23.2%	56.1	8.3%	-1.1%	-7.5%
O=C(N/N=C/c1ccc(N2CCOCC2)cc1)c1cccs1	-1.0%	-18.8%[11.4 µM]	12.6	-22.7%	-8.4%	?
O=C(CSc1nccn(-c2ccc(F)c(Cl)c2)c1=O)NC1CCCC1	·	-15.6%	3.4	-15.1%	11.1%	-5.6%
CSc1ccc(CCNS(=O)(=O)c2cc(-c3cc(C)no3)ccc2C)cc1	·	·	?	9.7%	·	2.4%
CC(=O)Nc1ccc(SCc2csc(C)n2)cc1	-25.5%	22.8%	-27.9	-17.7%	-5.5%	-1.6%
Cc1cc(C(=O)N/N=C2\CCCC(C)C2)n[nH]1 (centres undefined)	0.0%	-16.0%	-12.0	0.0%	33.9%[activator]	2.9%
N#CC/C(N)=N/NC(=O)CCCNc1ncc(C(F)(F)F)cc1Cl	-17.5%	-5.6%	46.7	0.5%	37.8%[activator]	4.9%
CCOc1ccccc1-c1nc(-c2ccc(NC(=O)Cc3ccccc3OC)cc2)no1	-8.4%	-33.1%	23.4	-2.6%	-4.4%	1.0%
Cc1cccc2c1-c1sc(C(=O)Nc3nccs3)cc1CO2	2.9%	-34.0%	?	-1.5%	126.5%[activator]	?
Nc1c(-c2ccc(Cl)cc2)cnn1-c1cccc(C(F)(F)F)c1	-0.3%	-13.6%	0.9	12.9%	2.0%	0.1%
CCC1CCCCN1Cc1ccc(OC)c(C)c1C (centres undefined)	-25.0%	-1.6%	-21.2	-18.3%	0.7%	5.3%
CCC(C)NC(=O)CSc1nnc(-c2cc(OC)c(OC)c(OC)c2)c(-c2cc(OC)c(OC)c(OC)c2)n1 (centres undefined)	-8.0%	25.4%	57.9	3.2%	7.6%	3.3%
CC(=O)c1ccccc1OCc1ccc(S(=O)(=O)Cc2ccccc2)cc1	5.8%	-18.6%	-70.5*	-6.2%	-4.2%	?
CCOC(=O)C1=C(N)Oc2cc(O)ccc2C1c1ccc(Br)cc1 (centres undefined)	2.0%	-52.6%	9.4	15.1%	-1.9%	-3.1%
Cc1ccc([N+](=O)[O-])cc1NC(=O)c1ccc(C(C)(C)C)cc1	-21.1%	-36.1%	28.7	7.4%	-6.1%	-13.5%
CCOC(=O)CC1(NC(=O)C2CCC(=O)N(C3CC3)C2)CCCCC1 (centres undefined)	·	-0.3%	-3.3	-11.4%	-7.2%	-7.6%
CCOC(=O)CN(Cc1sccc1C)C(=O)Nc1ccc(OC)cc1OC	0.4%	-22.9%	-10.3	-17.4%	?	-2.3%
Cc1ccc(C(=O)NC2CCN(C(=O)Nc3ccc(F)cc3)CC2)cc1	-11.8%	-12.3%	-38.5	-4.9%	-7.5%	-2.1%
Cc1cc(C)cc(OCC(=O)N(Cc2ccc(Cl)cc2)CC2CCCO2)c1 (centres undefined)	·	·	-20.0	3.2%	·	12.5%
CCOC(=O)c1ccccc1NC(=O)COC(=O)CN1C(=O)NC2(CCCC2)C1=O	-0.9%	30.7%	34.8	-23.2%	12.8%	?
O=C(CSc1nnc(-c2c[nH]c3ccccc23)o1)N(Cc1ccccc1)c1ccc(F)cc1	-10.3%	-10.1%	·	-0.9%	-8.9%	-4.2%
COc1ccc(CN2CCN(C(=O)c3ccc(S(=O)(=O)N4CCCCCC4)cc3)CC2)cc1	·	222.8%[activator]	-75.4*	0.6%	-4.6%	0.0%
Cc1cc(Cn2nc(-c3ccccc3C)cc2C(=O)O)on1	·	-15.8%	11.8	-2.0%	5.9%	-4.2%
O=C(COc1ccccc1F)NNC(=O)c1cccc(-n2cccc2)c1	·	-14.1%	·	-23.5%	43.1%[activator]	2.0%
Cc1ccccc1C(=O)N1CCC(C(=O)N2CCCc3ccccc32)CC1	·	21.7%	82.2	-6.2%	7.8%[11.6 µM]	1.2%
CN(Cc1nccs1)C(=O)CC1C(=O)NCCN1Cc1ccc(-c2ccccc2)cc1 (centres undefined)	-28.9%	149.6%[activator]	-28.8	?	8.8%	6.6%

Grouped by structure: those above with an aryl thioether with sulfur outside any ring (11)
structure	FBPA Giardia inh	AmpC inh no detg	HCMV antiviral	Sm TGR inh	AMA1-RON2 inh	AmpC inh detg
COc1ccc(-c2nnc(SCc3cc(C)cc(C)c3)o2)cc1	-0.8%	-14.5%	-22.8	13.2%	21.3%	2.2%
COC(=O)c1ccc(NC(=O)CSc2nnc(C(C)NC(=O)c3ccccc3Cl)n2C)cc1 (centres undefined)	15.6%	30.3%	21.2	4.4%	-5.5%	1.0%
CCOc1ccc(NC(=O)Cc2nnc(SCC(=O)N3CCOCC3)n2C)cc1	·	-2.1%	61.9	?	-12.7%	-4.2%
CCOC(=O)c1c(NC(=O)CSc2cn(CCNC(=O)c3ccc(OC)c(OC)c3)c3ccccc23)sc2c1CCC2	·	·	-39.7	-4.8%	·	-1.2%
Cn1nnnc1SCCCNCc1ccccc1OCc1ccccc1Cl	·	·	-63.3*	-4.4%	·	-1.1%
CCn1c(SCC(=O)N(Cc2ccccc2)C2CCS(=O)(=O)C2)nc2ccccc2c1=O (centres undefined)	-2.2%	100.4%[activator]	22.5	0.0%	-7.4%	?
O=C(CSc1nccn(-c2ccc(F)c(Cl)c2)c1=O)NC1CCCC1	·	-15.6%	3.4	-15.1%	11.1%	-5.6%
CSc1ccc(CCNS(=O)(=O)c2cc(-c3cc(C)no3)ccc2C)cc1	·	·	?	9.7%	·	2.4%
CC(=O)Nc1ccc(SCc2csc(C)n2)cc1	-25.5%	22.8%	-27.9	-17.7%	-5.5%	-1.6%
CCC(C)NC(=O)CSc1nnc(-c2cc(OC)c(OC)c(OC)c2)c(-c2cc(OC)c(OC)c(OC)c2)n1 (centres undefined)	-8.0%	25.4%	57.9	3.2%	7.6%	3.3%
O=C(CSc1nnc(-c2c[nH]c3ccccc23)o1)N(Cc1ccccc1)c1ccc(F)cc1	-10.3%	-10.1%	·	-0.9%	-8.9%	-4.2%

High-throughput results from PubChem BioAssay.
